# PV pol inh: poliovirus RNA polymerase inhibition. poliovirus polymerase elongation, fluorescence polarization; stronger effect = lower value. % elongation, % (compound at 16.7 µg/mL). P03300. 0.66% of 150,000 active; in the data active = % elongation below about 90%; also: some results filed as inactive read as strong as hits
# Target sequence (P03300 1749-2209 limits assumed): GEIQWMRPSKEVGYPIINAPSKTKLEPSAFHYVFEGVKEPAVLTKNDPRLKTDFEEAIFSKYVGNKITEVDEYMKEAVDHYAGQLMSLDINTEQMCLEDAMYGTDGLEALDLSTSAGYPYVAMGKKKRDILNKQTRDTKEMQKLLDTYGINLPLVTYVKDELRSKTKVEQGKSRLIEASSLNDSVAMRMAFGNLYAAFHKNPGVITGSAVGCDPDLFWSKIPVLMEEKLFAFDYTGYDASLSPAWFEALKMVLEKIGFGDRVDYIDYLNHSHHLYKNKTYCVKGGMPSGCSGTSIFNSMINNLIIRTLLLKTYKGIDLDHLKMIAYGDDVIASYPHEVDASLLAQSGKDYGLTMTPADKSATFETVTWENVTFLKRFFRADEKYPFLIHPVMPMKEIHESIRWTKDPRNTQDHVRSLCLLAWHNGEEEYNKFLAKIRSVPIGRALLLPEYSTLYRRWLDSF
# PV pol inh FP z-score: also measured in PV pol inh; calls as there; z-score; measured here: FP z-score; hits read low
# An asterisk follows results filed as active; & = joins results of further samples.
SMILES,PV pol inh,PV pol inh FP z-score
CN(CCOc1ccccc1)C(=O)C1CCN(S(=O)(=O)c2cccs2)CC1,98,-0.3
O=C(CCSc1nccn1Cc1ccccc1)NC1CCCCC1,103,0.1
CCOC(=O)c1cc2oc(C)cc2n1CC(=O)NC1CC1,102,0.1
O=C(Cn1cc(SCc2ccc(C(F)(F)F)cc2)c2ccccc21)N1CCCCC1,44*,-7.6*
CNC(=O)COC(=O)c1ccc(-c2cccc(C(F)(F)F)c2)o1,108,1
CCc1cc(C(=O)OC)c(NC(=S)Nc2cn(CC)nc2C(N)=O)s1,98,-1.3
Cc1c(C(=O)NCc2ccccc2Cl)sc2nc(-c3ccc(F)cc3)cn12,108,0.4
CCC(Sc1nc2ccc(N3CCOCC3)cc2c(=O)n1CCc1ccccc1)C(=O)NCc1ccco1 (stereo not given),100,-0.3
COc1cc(C2=NC(O)C(=O)Nc3ccc(Cl)cc32)ccc1O (stereo not given),106,0.4
CCOC(=O)C1=C(CN2CCOCC2)NC(=O)NC1c1ccc(Cl)cc1 (stereo not given),98,-1.1
CCn1cc(C(=O)O)c(=O)c2cc(F)c(N3CCN(C(=S)NC)CC3)cc21,109,0.9
O=C1NC(=O)C(CCc2ccncc2)(CCc2ccncc2)C(=O)N1Cc1ccccc1,103,0.1
Cc1cccn2c(=O)cc(COc3cccc(NC(=O)COc4ccccc4)c3)nc12,110,1
CCCCC(C)/C=C(C)/C=C(\C)C(=O)NC1=CC(O)(/C=C/C=C/C=C/C(=O)NC2=C(O)CCC2=O)C2OC2C1=O (stereo not given),103,0.6
c1ccc(-c2noc(CSc3nnc(Cc4cccs4)n3C3CCCCC3)n2)cc1,123,2.5
CCn1c(C)nnc1SCc1ccccc1,107,0.5
CCOc1ccccc1NC(=O)C1CCN(S(=O)(=O)c2cccs2)CC1,104,0.1
Nn1c(CSc2ccccn2)nnc1CSc1ccccn1,98,-1.1
CC1CCN(S(=O)(=O)c2ccc3nc(-c4ccccn4)cc(C(=O)NC4CCCC4)c3c2)CC1,104,1.6
CCOc1no[n+]([O-])c1-c1ccccc1,101,-0.1

# Four entries from above in another layout:
CCn1c(C)nnc1SCc1ccccc1
  PV pol inh: 107 | PV pol inh FP z-score: 0.5
CCOc1ccccc1NC(=O)C1CCN(S(=O)(=O)c2cccs2)CC1
  PV pol inh: 104 | PV pol inh FP z-score: 0.1
Nn1c(CSc2ccccn2)nnc1CSc1ccccn1
  PV pol inh: 98 | PV pol inh FP z-score: -1.1
CC1CCN(S(=O)(=O)c2ccc3nc(-c4ccccn4)cc(C(=O)NC4CCCC4)c3c2)CC1
  PV pol inh: 104 | PV pol inh FP z-score: 1.6

# By substructure, the entries above with a thiophene ring, fused or not
SMILES,PV pol inh,PV pol inh FP z-score
CN(CCOc1ccccc1)C(=O)C1CCN(S(=O)(=O)c2cccs2)CC1,98,-0.3
CCc1cc(C(=O)OC)c(NC(=S)Nc2cn(CC)nc2C(N)=O)s1,98,-1.3
c1ccc(-c2noc(CSc3nnc(Cc4cccs4)n3C3CCCCC3)n2)cc1,123,2.5
CCOc1ccccc1NC(=O)C1CCN(S(=O)(=O)c2cccs2)CC1,104,0.1

# The list goes on.
SMILES,PV pol inh,PV pol inh FP z-score
Brc1ccc(-c2nnc(CSc3nnc(-c4ccco4)n3C3CCCCC3)o2)cc1,104,0.2
O=C(Nc1cccc2cccnc12)c1cccc2c(Br)cccc12,109,1.1
O=C(Nc1cc(-c2nc3ccccc3o2)ccc1Cl)c1sc2c([N+](=O)[O-])cccc2c1Cl,105,0.2
Cc1ccc(C2=NN(C(=O)COC(=O)c3cc4c(C)nn(-c5ccc(F)cc5)c4s3)C(c3ccco3)C2)cc1 (stereo not given),104,0.3
O=C(N/N=C1\CC2CC=CC12)c1ccc(Br)cc1 (stereo not given),102,0.1
O=C(Nn1cnnc1)c1cccc(C(=O)Nn2cnnc2)c1,105,0.6
CCS(=O)(=O)N1CCC(n2c(C(F)(F)F)nc3cccnc32)CC1,110,0.6
CCn1cc(S(=O)(=O)N2c3ccc(F)cc3CCC2C)cn1 (stereo not given),102,0
CCc1ccc(S(=O)(=O)/N=C2/C=C(Nc3ccccc3)C(=O)c3ccccc32)cc1,98,-0.9
Cc1cccc(S(=O)(=O)NCc2ccccc2)c1,103,0.2
CCS(=O)(=O)c1ccc2oc(=O)c(/C=C(\O)C(C)(C)C)nc2c1,100,-0.6
COc1ccc(NC(=O)Nc2c[nH]c(=O)[nH]c2=O)c(OC)c1,110,0.6
NCC1(CC(=O)O)CCCCC1,101,0.2
CC[C@]12CCCN3CCc4c(n(c5ccccc45)C(=O)C1)[C@@H]32,99,-0.1
O=C(Nc1cc(Cl)cc(Cl)c1)c1ccc(F)c(S(=O)(=O)NCc2ccccc2Cl)c1,106,-0.4
Cn1c(=O)n2ncnc2c2c3c(sc21)CCCC3,101,0.1
O=C(O)C1CC(=O)N(CCc2ccccc2)C(=NCCc2ccccc2)S1 (stereo not given),108,0.4
Cc1ccc2oc(=O)c3cnn(CC(=O)N4CCN(c5cc(Cl)ccc5C)CC4)c3c2c1,107,0.3
CCC(=O)NC(c1ccccc1OC)c1cc(Cl)c2cccnc2c1O (stereo not given),93,-1.7
CCOC(=O)Cn1ncn2c(c(-n3cccc3)c3c4c(sc32)CCCC4)c1=O,102,0.4

# Entries shown so far that contain an aryl methoxy group, in the order listed:
SMILES,PV pol inh,PV pol inh FP z-score
COc1cc(C2=NC(O)C(=O)Nc3ccc(Cl)cc32)ccc1O (stereo not given),106,0.4
COc1ccc(NC(=O)Nc2c[nH]c(=O)[nH]c2=O)c(OC)c1,110,0.6
CCC(=O)NC(c1ccccc1OC)c1cc(Cl)c2cccnc2c1O (stereo not given),93,-1.7

# Later entries:
SMILES,PV pol inh,PV pol inh FP z-score
CC(=O)Oc1ccc2c(oc(=O)c3ccccc32)c1C,100,-0.1
CCOC(=O)c1ccc(NC(=S)NCCN2CCNC2=O)cc1,104,0.3
O=C(NCc1ccccc1)c1nc2ncccn2n1,103,0.3
O=C(NC1CCCCCCC1)c1cccs1,95,-1.1
CCOC(=O)c1c(C)n(CC)c2ccc(OC)cc12,101,-0.2
COC(=O)c1ccc(NC(=O)CN2C(=O)CCC2=O)cc1,106,0.4
Cn1c(COc2ccccc2Cl)nnc1SCC(=O)N1CCNC1=O,107,0.5
Cc1ccc2nc(SCc3nc(-c4ccccc4C)no3)[nH]c2c1,104,0
O=C(Nc1ccc(F)c(Cl)c1)c1ccc2c(Cl)c3c(nc2c1)CCCC3,101,-0.5
COc1ccc(C2=CC(=O)C=CC2=O)cc1,102,0.2
Cc1ccc(-n2ncc3c(=O)[nH]c(SC(C)C)nc32)cc1,101,0
COc1cc(NC(=O)Cn2nc(C(F)(F)F)c3c2CCCC3)cc(OC)c1OC,109,1
O=C(O)CCN1CN(CCC(=O)O)c2ccccc21,99,-0.4
CC(C)(C)NC(=O)c1c(N)no[n+]1[O-],101,0
Cc1cc(C)n2nc(N3C(=O)c4ccccc4C3=O)nc2n1,108,3.4
CC1CCC2(OC1)OC1CC3C4CC[C@H]5C[C@@H](O)CC[C@]5(C)C4CC(=O)[C@]3(C)C1C2C (stereo not given in full),101,0.3
Cc1cc(C)n(CC/C(N)=N/OC(=O)c2ccccc2)n1,103,0.3
Cc1cccc(N2CCN(C(c3cc4cc5c(cc4[nH]c3=O)OCO5)c3nnnn3CC3CCCO3)CC2)c1C (stereo not given),102,0.1
CC(=O)OCc1cnn(-c2ccccc2)n1,102,-0.2
COCc1c(C(=O)OCc2ncc(-c3ccccc3)o2)oc2ccccc12,98,0.1
CC12C(=O)N(c3cccc(C(=O)O)c3)C(=O)C1C1C=CC2C1 (stereo not given),100,-0.1
COc1ccccc1N1CCN(C(CNC(=O)C(=O)NCc2ccc(F)cc2)c2cccnc2)CC1 (stereo not given),104,-1
N#CC(C#N)=c1s/c(=C/c2ccc(-c3ccc(S(=O)(=O)N4CCOCC4)cc3)o2)c(=O)n1-c1ccc(F)cc1,45,-6.2
COc1ccc(N2C(=O)CSC2c2cccc(OC)c2OC)cc1 (stereo not given),102,0
CO[C@@]12[C@@H]3NC3CN1C1=C(C(=O)C(N)=C(C)C1=O)[C@@H]2COC(N)=O (stereo not given in full),100,0.4
CCOC(=O)c1[nH]c(C)c(C(=O)OCC(=O)N2CCCCC2C)c1C (stereo not given),109,0.8
Oc1ccc(NCc2ccc(OCc3ccccc3Cl)cc2)cc1,93,-2.1
CC1Cc2cc(C(=O)NC3CCCCC3)ccc2O1 (stereo not given),104,0.8
COC(=O)C(C)N(C(=O)c1c(F)cccc1F)c1c(C)cccc1C (stereo not given),108,0.6
CCCCN(CC)CCCNC(=O)Cn1ncc2c([nH]c3ccc(C)cc32)c1=O,106,0.2
O=C(NCCc1ccccc1)C1CCN(C(=O)c2ccco2)CC1,102,-0.2
CC(=O)N1C(=S)NC(=O)/C1=C\c1ccc(C(C)C)cc1,106,0.8
CCOc1ccc(CCNC(=O)c2nn(-c3ccc(OC)c(Cl)c3)c(=O)c3c2c2ccccc2n3C)cc1OCC,106,0.4
COc1cccc(NC(=O)CSc2nncn2N)c1,100,-0.3
Cc1cc(N2CCC3CCCC(C2)N3Cc2ccccc2)n2c(n1)nc1ccccc12 (stereo not given),105,1
CCc1ccc2occ(CC(=O)Nc3c(C(=O)c4ccc(C)cc4)oc4ccccc34)c2c1,116,0.1
CCOc1ccc(-n2c(=O)c3c4c(sc3n(CC(=O)NC(C)CC)c2=O)CCCC4)cc1 (stereo not given),104,-0.3
Cc1ccc(Cl)cc1N1CCN(C(=O)C2CCCN(S(=O)(=O)c3cccc4nonc34)C2)CC1 (stereo not given),103,0.3
COc1ccc(NC2=CC(=O)CCC2)c(OC)c1,102,0.1
COc1ccc(NS(=O)(=O)c2ccc3oc(SCC(=O)N4CCc5ccccc5C4)nc3c2)cc1,105,0.2
O=C1CC(c2ccco2)CC(O)=C1C=NC1CCCCC1N=CC1=C(O)CC(c2ccco2)CC1=O (stereo not given),101,-0.5
Cc1ccc(-c2nc3ccccc3s2)cc1,104,0.5
CCCn1cnc2cc(NCc3ccc(OC)cc3OC)ccc21,106,0.4
FC(F)(F)/C(=N\P(=S)(N1CCOCC1)N1CCOCC1)N1CCOCC1,104,0.3
Cc1cccc(CN2C(=O)CC(c3ccc(Cl)cc3)c3c(C)nn(-c4nc(C)cc(C)n4)c32)c1 (stereo not given),104,-0.5
O=C(NCc1nnc(SCC(=O)N2CCCCC2)o1)c1cccs1,102,0.1
Cc1cc(C)c(SCC(=O)NCc2ccc3c(c2)OCO3)c(C)c1,104,-0.1
CC1(C)CC(=O)C2=C(C1)Nc1ccccc1NC2c1ccccc1 (stereo not given),105&98,1.8&-0.6
CCc1nc(Cc2nc3ccccc3[nH]2)no1,107,1.9
CNS(=O)(=O)c1cccc(C(=O)NCCCn2nc(C)cc2C)c1,98,-0.5
Cc1cccc(NC(=O)C(CC(C)C)NS(=O)(=O)c2ccc3c(c2)oc(=O)n3C)c1 (stereo not given),104,0.7
Cc1cc(S(=O)(=O)C(CNC(=O)COc2ccc(Cl)cc2)c2cccs2)ccc1F (stereo not given),106,0
CN(C)/C=C1/C(=O)c2sccc2N(C)S1(=O)=O,102,-0.8
O=C(NCc1ccccc1Cl)C1=CSCCO1,101,-1.1
N#CC1=C2SCN(C3CCCCC3)CN2C(=O)CC1c1ccccc1 (stereo not given),101,0
Cc1ccccc1C(=O)Nc1ccccc1,103,-0.1
O=C(COC(=O)c1ccccc1O)NC12CC3CC(CC(C3)C1)C2,101,-0.2
CCc1nn(CC(=O)NC(C)CCc2ccccc2)c(=O)c2cc3c(OC)cccc3n12 (stereo not given),103,-1
CCOC(=O)Cc1ccc(NC(=O)C(F)(F)C(F)F)cc1,103,0.4
CCOc1ccc(OCC)c(NC(=O)c2cc(C)nc3c2c(C)nn3-c2cccc(Cl)c2C)c1,112,0.7
# (list continues)
SMILES,PV pol inh,PV pol inh FP z-score
c1cc(-c2nnn(C3CCCCC3)c2NC2CCCCC2)[nH]n1,106,0.3
CC12CN3CC(C)(CN(C1)C3c1ccccc1)C2O (stereo not given),100,-0.1
COc1ccccc1C(=O)Nc1ccc2nc(SCC(=O)N(C)c3ccccc3)sc2c1,114,1.6
CC(C)c1cc(N2CCCC2)n2c(nc3ccccc32)c1C#N,100,-0.7
O=C(CN1CCCC1)N1c2ccccc2C=Cc2ccccc21,101,-0.1
CCOC(=O)CN1N=C(c2ccc(Cl)cc2)CCC1=O,102,0.3
COc1ccc(CNC(=O)C2=C(C(=O)O)CCCC2)cc1,96,-2.2
C/C(=N\Nc1cccc2cccnc12)C(C)(C)C,104,0.7
COc1cc(NC(=O)C2CCCN2C(=O)C2CCC(C)CC2)cc(OC)c1OC (stereo not given),98,-0.2
COC(=O)c1csc(S(=O)(=O)N=S(C)(=O)c2cccs2)c1OC (stereo not given),102,-0.3
CC1(C)C(=O)OC(c2c(F)c(F)c(F)c(F)c2F)C2(CCCCC2)C1=O (stereo not given),101,-0.1
Clc1cc(Cl)cc(OCc2nc(-c3cc(-c4ccccc4)no3)cs2)c1,99,-1.2
CC1CCN(C(=O)COC(=O)COc2ccccc2-c2ccccc2)CC1,101,-0.1
CC(C)(C)OC(=O)CN1c2cccc3cccc(c23)S1(=O)=O,102,-0.2
COc1ccc(-c2nn(CN3CCOCC3)c(=S)n2-c2ccccc2)cc1OC,101,0.2
CCCCn1c(=O)c2oc3ccccc3c2n(Cc2cc(C)ccc2C)c1=O,105,1.8

# This is a subset (hit frequency here may not be typical).
